Mtb BioA inh – BioA (M. tuberculosis) enzyme inhibition. purified M. tuberculosis BioA enzyme, plate reader. inhibition, % at 9.99 µM. hit rate 0.096% among 360,000. AID 602481; in the data active = inhibition above about 40%; inconclusive = no clear call, values can overlap the other calls
BoNT-F LC inh – blocks Botulinum neurotoxin F light chain protease; AID 588497; Multiplex microsphere protease cleavage assay, flow cytometry; inhibition, % at 10 µM; hit rate 0.22% among 360,000; in the data active = inhibition above about 35%, passing the limit was not always enough; inconclusive = no clear call, values can overlap the other calls; note: plate controls were buffer without enzyme for full effect and enzyme alone for no effect
CCHFV vOTU inh – blocks the CCHF virus ovarian tumor domain protease; CCHFV vOTU protease, Pep-AMC fluorescence; inhibition, % at 11.5 µM; hit rate 0.55% among 370,000; note: 0% = vehicle wells with enzyme and 100% = no enzyme wells
GDH-TPI inh – inhibits GDH-TPI coupling enzymes, artifact for Mtb FBA screen. GDH-TPI coupled enzyme counterscreen, NADH absorbance. inhibition, % at 4.8 µM. hit rate 1.2% among 360,000. AID 588335;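 note: 0% = DMSO wells and 100% = wells lacking the enzyme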
MazF activator – MazEF (E. coli) toxin RNase activation; FAM/BHQ RNA-DNA oligo cleavage fluorescence, 5 h; activation, % at 20 µM; hit rate 0.32% among 350,000; AID 504720; in the data active = activation above about 50%
Target sequence (P0AE70 whole entry, looked up): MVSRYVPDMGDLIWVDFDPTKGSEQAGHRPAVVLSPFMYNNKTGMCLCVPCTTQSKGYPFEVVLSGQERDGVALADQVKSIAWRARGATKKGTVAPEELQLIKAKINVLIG
Rv3671c inh – inhibits the M. tuberculosis serine protease Rv3671c; inhibition, % at 5.96 µM; hit rate 0.048% among 320,000; AID 2606; in the data active = inhibition above about 38%;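 note: extracellular domain of Rv3671c used as enzyme; 0% = enzyme with DMSO and 100% = no enzyme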
UGM FP inh – blocks M. tuberculosis UGM enzyme; AID 504406; hit rate 0.06% among 320,000; inhibition, % at 10 µM; P9WIQ1; purified UGM, fluorescence polarization probe displacement; in the data active = inhibition above about 10%, passing the limit was not always enough; inconclusive = no clear call, values can overlap the other calls
Target sequence (P9WIQ1 whole entry, looked up): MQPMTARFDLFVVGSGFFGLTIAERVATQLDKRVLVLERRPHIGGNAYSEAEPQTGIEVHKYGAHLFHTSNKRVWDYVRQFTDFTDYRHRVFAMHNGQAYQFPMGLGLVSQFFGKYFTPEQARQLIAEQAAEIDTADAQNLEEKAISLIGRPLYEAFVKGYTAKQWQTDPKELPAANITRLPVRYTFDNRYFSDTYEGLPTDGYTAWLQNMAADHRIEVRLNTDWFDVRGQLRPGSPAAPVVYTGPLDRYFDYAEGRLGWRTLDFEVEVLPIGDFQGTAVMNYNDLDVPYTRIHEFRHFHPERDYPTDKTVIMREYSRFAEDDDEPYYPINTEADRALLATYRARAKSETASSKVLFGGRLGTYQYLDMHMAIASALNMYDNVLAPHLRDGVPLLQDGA
FBA Mtb inh – Mtb fructose-bisphosphate aldolase inhibition; P9WQA3; inhibition, % at 1 µM; hit rate 2.3% among 360,000; purified M. tuberculosis FBA, fluorescence read-out; in the data active = inhibition above about 27%;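 note: 0% = vehicle and 100% = reference inhibitor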
Target sequence (P9WQA3 whole entry, looked up): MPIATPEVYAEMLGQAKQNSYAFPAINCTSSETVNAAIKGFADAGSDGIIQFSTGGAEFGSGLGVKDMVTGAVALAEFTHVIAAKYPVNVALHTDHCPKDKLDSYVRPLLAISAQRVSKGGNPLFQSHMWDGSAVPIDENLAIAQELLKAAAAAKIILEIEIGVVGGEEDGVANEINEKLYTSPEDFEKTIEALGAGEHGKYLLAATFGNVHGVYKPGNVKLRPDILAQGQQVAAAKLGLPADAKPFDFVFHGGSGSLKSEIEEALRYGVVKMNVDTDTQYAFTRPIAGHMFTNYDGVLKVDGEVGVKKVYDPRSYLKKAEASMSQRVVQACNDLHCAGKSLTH
VHR inh abs – blocks human VHR1 dual specificity phosphatase; AID 1654; hit rate 0.52% among 290,000; recombinant VHR phosphatase, pNPP absorbance; P51452; inhibition, % at 13.3 µM; in the data active = inhibition above about 50%; note: some compounds called inactive have numbers as strong as hits
Target sequence (P51452 whole entry, looked up): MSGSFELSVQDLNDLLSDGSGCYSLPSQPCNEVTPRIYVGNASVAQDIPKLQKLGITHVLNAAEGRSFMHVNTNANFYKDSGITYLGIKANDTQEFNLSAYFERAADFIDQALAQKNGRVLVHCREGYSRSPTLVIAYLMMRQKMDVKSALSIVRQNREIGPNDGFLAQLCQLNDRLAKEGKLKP
FadD28 FP inh – inhibitors of Mycobacterium tuberculosis FadD28 bisubstrate binding; AID 588549; inhibition, % at 12.5 µM; hit rate 0.22% among 360,000; FadD28 bisubstrate probe binding, fluorescence polarization; in the data active = inhibition above about 8.5%, passing the limit was not always enough; inconclusive = no clear call, values can overlap the other calls
Numbers without * were called inactive; ? = inconclusive; / = not tested or not shown. Cut-off read from the data, not from the text of the source, unless noted: active = inhibition above about 30%; inactive = the rest.

Second line of a record: CCHFV vOTU inh	MazF activator	BoNT-F LC inh	Mtb BioA inh	FadD28 FP inh	VHR inh abs	Rv3671c inh	GDH-TPI inh	FBA Mtb inh	UGM FP inh
- Cc1ccc(S(=O)(=O)NCCN=C(CN2CCCC2)NS(=O)(=O)c2ccc(C)cc2)cc1
    0	-8	-5	1.8	-1.3	22	-2	2	0	0.5
- C[C@]12CCC(=O)CC1=CCC1C3CC=C(C#N)[C@@]3(C)CC[C@@]12O (stereo not given in full)
    -18	5	5	3.2	-2.8	1	2	6	3	0.9
- COc1ccc([N+](=O)[O-])cc1C1NN=C(c2ccccc2O)S1 (stereo not given)
    6	14	-1	0.4	-1.1	19	-13	30	-2	1.2
- CCOC(=O)c1nc2cc3n(c(C)c-2c1C)C(C)C(CC)=C3C (stereo not given)
    -23	8	1	3.2	0.6	/	3	2	34*	-0.9
- COc1ccc(CNC(=O)C2CCCN2C)cc1OC (stereo not given)
    7	-3	-9	-0.1	-4.6	-8	14	-7	1	0.2
- O=C(COc1ccccc1Cl)Nc1ccc2c(c1)C(=O)NC2=O
    -2	4	3	-0.6	0.0	-3	-12	13	6	-1.0
- CCOC(=O)CSc1nnc(NC(=O)c2cccc([N+](=O)[O-])c2C)s1
    -2	-1	2	/	-3.0	43	-4	16	-1	-2.5
- COCC(=O)O[C@]1(CCN(C)CCCc2nc3ccccc3[nH]2)CCc2cc(F)ccc2[C@@H]1C(C)C
    14	18	-8	2.4	-2.3	14	2	6	0	0.2
- Cc1c(CC(=O)O)c(=O)oc2cc(OCc3ccc(Cl)cc3)ccc12
    -86	-4	-16	0.1	-1.2	22	-5	18	126*	1.9
- COc1cc(C2N(c3ccccn3)C(=O)C3CCCN32)cc(OC)c1OC (stereo not given)
    6	4	-4	-0.4	0.8	22	0	7	-1	-0.1
- COc1ccc(CNC(=O)COc2ccc(S(=O)(=O)N3CCCCC3)cc2Cl)cc1
    -7	-9	-2	-2.3	-0.1	24	-3	2	-1	-0.6
- O=C(CCc1ccccc1)NNC(=O)c1ccc(Br)cc1
    -6	-6	-11	/	-2.0	22	0	0	3	-0.9
- CN(C(=O)CSc1nc(-c2ccccc2)cn1N)C(c1ccccc1)c1ccccc1
    -13	-3	-5	-3.1	-1.4	6	5	-1	3	0.1
- N#Cc1ccccc1Oc1ccc(S(=O)(=O)N2CCCCC2)cn1
    5	-2	6	-0.5	-0.8	/	-4	8	8	2.1
- COc1ccc([C@H]2CC(=O)C=C(c3cccc(CO)c3)C2)cc1
    9	1	1	1.4	-4.2	/	-17	14	-1	2.0
- CCN(CC)c1ccc(C(=O)N2CCN(Cc3ccccc3)CC2)cc1
    7	7	-2	0.1	-0.3	15	-3	2	2	-0.7
- Nc1ccc(S(=O)(=O)NCC(=O)OC2CCOC2=O)cc1[N+](=O)[O-] (stereo not given)
    3	2	7	-0.1	-4.0	/	6	-2	24	2.4
- Cc1nn(CC(=O)Nc2ccc3c(c2)nc2n3CCN(C3CCCCC3)C2)c(=O)c2ccccc12
    -11	6	-46	-0.8	-8.5	44	-12	-1	51*	0.6
- COc1ccc2c(c1OC)C(=O)N(c1ccccn1)C2
    8	2	-9	-0.8	-2.3	10	-10	1	45*	-0.5
- OC(c1ccc(Cl)c(F)c1)c1ncc(-c2cccc3ccccc23)[nH]1 (stereo not given)
    4	/	-4	-0.1	0.1	/	/	3	20	/
- Cc1ccc(CNC(=O)CCCCCNc2nc(=S)[nH]c3ccccc23)cc1
    -14	/	/	/	/	14	-14	/	/	1.0
- CN1C(C)(C)CC(O)(C(=O)O)CC1(C)C
    -3	/	24	/	1.8	/	/	/	-1	/
- C[C@H](NC(=O)c1nc[nH]c1C(=O)NCC(=O)OC(C)(C)C)c1ccccc1
    13	3	-8	0.1	-2.0	13	1	-3	-2	2.0
- C=CCNc1nc(C2(C)CC3(CC(C)OC3=O)C(=O)O2)cs1 (stereo not given)
    -12	10	14	-0.8	-1.9	13	1	-2	1	-1.8
- O=C(CCNC(=O)c1ccc(Cl)cc1)NN1C(=O)NC2(CCCCC2)C1=O
    5	9	/	-0.9	-2.8	/	4	-5	-1	-2.1
- O=C(Nc1ccc(OC(F)F)c(Cl)c1)c1ccccn1
    -2	4	5	/	-3.0	43	-6	2	7	1.0
- COc1cccc(CNC(=S)Nc2cc(C)cc(C)c2)c1
    -13	-4	1	/	-0.3	-8	-1	2	2	4.1
- COC(=O)C1=C(c2ccccc2)C[C@@H]2CC[C@H]1N2C(=O)NCc1ccc(F)cc1
    1	5	1	-2.4	-3.1	/	3	-1	0	1.6
- COc1cc(Nc2c3c(nc4ccccc24)CCC3)cc(OC)c1OC
    1	8	23	1.4	-2.7	10	-5	10	4	2.2
- CC(=O)Nc1cccc(C(=O)Nc2cccc(S(=O)(=O)NCc3ccco3)c2)c1
    13	4	-4	3.2	-2.9	/	-15	3	-1	-0.6

Among those listed so far, these contain a nitro group on carbon.
Second line of a record: CCHFV vOTU inh	MazF activator	BoNT-F LC inh	Mtb BioA inh	FadD28 FP inh	VHR inh abs	Rv3671c inh	GDH-TPI inh	FBA Mtb inh	UGM FP inh
- COc1ccc([N+](=O)[O-])cc1C1NN=C(c2ccccc2O)S1 (stereo not given)
    6	14	-1	0.4	-1.1	19	-13	30	-2	1.2
- CCOC(=O)CSc1nnc(NC(=O)c2cccc([N+](=O)[O-])c2C)s1
    -2	-1	2	/	-3.0	43	-4	16	-1	-2.5
- Nc1ccc(S(=O)(=O)NCC(=O)OC2CCOC2=O)cc1[N+](=O)[O-] (stereo not given)
    3	2	7	-0.1	-4.0	/	6	-2	24	2.4

Remaining list, next part
Second line of a record: CCHFV vOTU inh	MazF activator	BoNT-F LC inh	Mtb BioA inh	FadD28 FP inh	VHR inh abs	Rv3671c inh	GDH-TPI inh	FBA Mtb inh	UGM FP inh
- O=C(CSc1nnc(-c2ccccc2)o1)c1nnc(-c2ccccc2)o1
    1	-18	-9	-1.9	0.0	15	-13	11	4	2.0
- OC(COc1c(F)cc(Br)cc1F)CN1CCc2ccccc2C1 (stereo not given)
    -3	-24	?	-3.4	1.3	-2	8	6	5	2.5
- COC(=O)C1=CN(C(C)c2ccccc2)C=C(C(=O)OC)C1c1cc(OC)c(OC)c(OC)c1 (stereo not given)
    -49	4	-1	-0.7	-2.3	21	5	13	71*	-0.5
- Cc1cccc(-c2cnc(C(O)c3ccc(Cl)cc3C)[nH]2)c1 (stereo not given)
    3	/	-8	0.1	-2.9	/	/	8	0	/
- CN(C)CCCN(Cc1ccccc1)C(=S)NCc1ccccc1
    2	3	-1	/	-3.2	24	7	-7	3	0.0
- O=C1C(Cl)=C(N2CCOCC2)C(=O)N1c1ccc(Br)cc1
    -10	-4	9	-2.9	-0.3	-12	-2	30	-1	-1.1
- CC(C)CC1C(=O)N(Cc2cn(Cc3ccco3)nn2)CCS(=O)(=O)N1Cc1ccc(-c2ccc(F)cc2)cc1 (stereo not given)
    14	5	3	-1.0	-4.3	/	/	6	-3	/
- CCc1ccccc1Nc1nc2ccccc2n1C
    -12	7	3	/	-0.9	39	-5	1	7	0.3
- O=C(CN(C1CCCCC1)S(=O)(=O)c1ccc(F)cc1)NC1CC1
    9	-4	-4	-3.2	-2.7	15	5	-6	0	-0.3
- COc1ccc(C(=O)c2cn[nH]c2-c2cc(C)ccc2O)cc1
    2	2	-12	1.4	1.6	/	7	13	-1	0.7
- CC1(C)CC(CC(=O)O)C(=O)O1 (stereo not given)
    -3	-11	-3	-1.0	1.1	4	-5	11	2	-1.0
- NC(=O)CS(=O)(=O)c1nc2ccccc2n1Cc1ccccc1F
    6	2	-9	/	-0.8	10	-7	2	3	0.6
- N=c1c(C(=O)NC2CCCC2)cc2c(=O)n3ccccc3nc2n1Cc1ccccc1
    -125	6	3	3.3	-3.5	5	-4	0	146*	0.4
- COc1cc(C(C(=O)NC2CCCCC2)N(C(=O)c2cnccn2)c2ccccc2)cc(OC)c1OC (stereo not given)
    -9	-1	1	0.3	-1.1	2	/	7	3	/
- Cc1ccc(C(=O)CCC(=O)OCC(=O)Nc2nnc(-c3ccccc3)o2)cc1
    0	-1	-3	/	-0.4	/	/	-1	0	/
- COC(=O)c1cccc(NC(=O)CN2CCN(Cc3ccccc3)CC2)c1
    -4	5	-3	-1.3	-2.3	11	1	4	-5	0.2
- O=C(NS(=O)(=O)c1ccccc1[N+](=O)[O-])c1ccccc1
    -6	-2	12	0.0	0.0	15	0	4	4	-1.2
- Cc1sc2nc(C3CC3)nc(NCCNS(C)(=O)=O)c2c1C
    9	9	-4	4.6	-2.9	6	-4	0	4	7.1
- COc1ccc(O)c(CN2CCCC(N3CCN(c4ccccc4OC)CC3)C2)c1 (stereo not given)
    17	10	?	0.1	1.7	21	5	4	2	1.4
- O=C(O)CSCC(=O)Nc1ccc(C2CCCCC2)cc1
    -8	5	-4	-0.7	0.0	12	-1	-10	2	-1.1
- Cc1cc(=O)oc2cc(OCc3ccc(C(=O)OCC(=O)N(C)C4CCS(=O)(=O)C4)cc3)ccc12 (stereo not given)
    0	4	-8	-1.8	1.4	13	3	-5	8	1.7
- Nc1nc(NCCCN2CCOCC2)nc(NCc2ccccc2)c1[N+](=O)[O-]
    -6	4	?	3.1	-0.5	-7	-4	50*	-2	-0.1
- O=C(Nc1nc2ccccc2n1CCN1CCCC1)C1CCCCC1
    13	-1	-4	-0.3	-3.8	-10	3	-2	4	-0.9
- N#Cc1cc([N+](=O)[O-])c(-n2nnc3ccccc32)c([N+](=O)[O-])c1
    /	3	-4	-0.1	0.1	20	-8	6	-11	0.2
- COc1ccc(C(=O)Nc2c(N)nc(SCC(=O)Nc3ccc(C(C)=O)cc3)[nH]c2=O)cc1
    -4	3	-3	-0.5	-3.3	9	-7	-2	1	0.2
- COc1cc2nc(CN(C)Cc3ccc(C(C)(C)C)cc3)[nH]c(=O)c2cc1OC
    3	1	-11	/	-2.4	-2	-10	-1	6	2.5
- CCOC(=O)c1cnn(CCOC(=O)C2CC2)c1NC(=O)C1CC1
    -6	-3	-2	0.7	-0.7	12	-4	-6	1	-3.1
- O=C(CNS(=O)(=O)c1ccccc1)Nc1cccc([N+](=O)[O-])c1
    4	-4	-1	/	-4.6	26	3	-6	-6	3.3
- O=C(N/N=C/c1ccncc1)c1cc([N+](=O)[O-])cc([N+](=O)[O-])c1
    8	8	-1	-1.3	-1.7	12	4	10	-3	0.1
- CCC(O)(C(=O)Nc1ccccc1C(F)(F)F)c1ccccc1OC (stereo not given)
    19	4	-10	-0.3	-0.5	/	-6	-4	0	-0.6

New compounds follow
Second line of a record: CCHFV vOTU inh	MazF activator	BoNT-F LC inh	Mtb BioA inh	FadD28 FP inh	VHR inh abs	Rv3671c inh	GDH-TPI inh	FBA Mtb inh	UGM FP inh
- Cc1cccc(NC(=O)CCc2nnc3ccc(N4CCC(C)CC4)nn23)n1
    /	3	1	-0.8	-2.6	29	-5	3	-1	1.9
- O=C(O)COc1ccc2c(c1)CCCC2
    -18	0	-3	0.0	-2.3	11	-4	-11	1	-1.6
- Cc1ccc2c(COC(=O)c3ccccc3OC(F)F)cc(=O)oc2c1
    5	9	6	-0.4	0.6	26	3	-3	-3	-0.9
- Cc1ccc(NC(=O)N(Cc2ccco2)C(C)c2ccco2)cc1C (stereo not given)
    -5	-3	-2	0.1	0.5	15	-3	10	1	1.3
- CCOC(=O)c1c(C)[nH]c(=S)c(C#N)c1-c1ccc(Cl)cc1
    19	-5	-2	-0.9	0.9	-10	-11	6	-4	-0.6
- CCN1CCN(C(=O)c2ccc(N3CC4CC(C3)c3cccc(=O)n3C4)c([N+](=O)[O-])c2)CC1 (stereo not given)
    -15	-5	1	/	-3.4	10	6	-7	1	1.0
- O=C(Nc1nnc(-c2ccc(Br)cc2)o1)c1ccco1
    /	1	-1	-0.7	-2.0	/	20	17	-1	-1.1
- COc1cc(/C(C)=N/NC(=O)CSc2nnc(C)s2)ccc1O
    -3	3	-2	2.4	-1.0	13	4	12	-3	0.0

Source: PubChem (several laboratories)
